Source: PubChem
Pf Dd2 growth = qHTS Primary assay for Inhibitors of Plasmodium falciparum Dd2 growth in vitro | P. falciparum Dd2 growth, SYBR Green, 72 h | 4.3% of 120,000 active | Potency, µM (doses to about 28.9 µM), inactives show top-dose activity, negative = inhibition, hits mostly inhibitors; active = well fitted inhibition curve with a large enough effect; inconclusive = small, poorly fitted or top-dose-only effect; inactive = no such curve, though single readings can be large or run the other way;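 note: plate controls were DMSO vehicle for no effect and reference drug for full effect; nearly all actives have a fitted effect of over 65% in size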
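Infected erythrocytes (Dd2, 0.3% parasitemia, 2.5% hematocrit final) are added to compound in RPMI-1640/Albumax II medium, grown 72 h at 37C in low oxygen, then lysed with saponin/Triton-X containing SYBR Green and read by fluorescence.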
* = called active by the depositor; i = inactive; ? = inconclusive; [ ] = dose if it differs, or a comment. Potency is the fitted concentration of half-maximal effect.

SMILES | Pf Dd2 growth
Cc1noc(C)c1-c1cc2c(cc(C)n2CCN(C)C)c(Nc2ccncn2)n1 | ?
O=S(=O)(Cc1ccccc1)N1CCCC(Cc2nncn2CC2CC2)C1 (stereo not given) | 13%
COc1ccc(C(=O)N2CCCC(n3cc(-c4nc(C5CC5)no4)nn3)C2)cc1OC (stereo not given) | 230%[activator]
COCC(=O)N1C[C@@H]2C[C@H]1C(=O)N(CC1CC1)c1ccccc1O2 | -13%[44.1 µM]
COc1ccc(NC(=O)c2ccc3c(c2)N(S(C)(=O)=O)CC3)cc1Cl | ?
CC1CCC(NC(=O)c2ccc(CS(=O)(=O)c3c(Cl)cccc3Cl)o2)CC1 (stereo not given) | -9%
O=C(COC(=O)C(Cc1c[nH]c2ccccc12)NC(=O)c1ccc(Cl)cc1)c1ccc(Cl)cc1 (stereo not given) | 61%[activator]
FC(F)(F)c1ccc2nc([C@H]3CCN(C4CCCCC4)C3)[nH]c2c1 | 7.9µM*
CC(=O)c1ccc(N2CCN(c3ncnc4c3c(-c3ccccc3)cn4-c3cccc(C)c3)CC2)cc1 | i
CC(=O)N1CCC(c2ncc(C)n2Cc2ccccc2)C1 (stereo not given) | 6%
CC(=O)Nc1cccc(C(=O)Nc2cccc(-c3nnc4n3CCCC4)c2)c1 | -5%
O=C(NCc1ccc(C(F)(F)F)cc1)c1cc(Br)cn2ccnc12 | ?
O=C(Nc1ccc([C@@H](O)[C@H]2COCC(=O)N2Cc2ccccn2)cc1)c1ccc(F)c(Cl)c1 | i
O=C(Cn1ncc2ccsc2c1=O)N1CCN(c2ccc(F)cc2)CC1 | 9%
Cc1ccc2nc(C(=O)N3CC4CC(C3)c3cccc(=O)n3C4)cn2c1 (stereo not given) | -3%
O=C(Nc1ccc(Cl)cc1)c1cc2c(-c3ccccc3)nn(-c3ccccc3)c2s1 | 1.1µM*
O=C(CCc1cc2n(n1)CCCNC2)N1CCCC1c1nc2ccccc2[nH]1 (stereo not given) | -18%
CCc1nc2c(c(-c3ccc(OC)cc3)n1)CCN(Cc1ccc(F)cc1)CC2 | ?
CC(=O)N1CCC(C2CCN(Cc3ccccc3C#N)C2)CC1 (stereo not given) | -30%
O=C(O)CCc1conc1-c1ccccc1F | -9%
O=C(N1CCC(N[S+](=O)([O-])c2cccnc2)CC1)N1CC2CC(C1)[C@H]1CCCC(=O)N1C2 (stereo not given in full) | -20%
CCC(C)OC(=O)/C(C#N)=C/c1ccc(-c2ccc(Br)cc2)o1 (stereo not given) | 46%[activator]
COc1ccccc1-c1c(C)nn2c(N3CCN(c4ccccc4)CC3)cc(C)nc12 | 2%
CCc1ccc(CNC(=O)c2cc3c(s2)-c2ccccc2OC3)cc1 | 11%
Cc1nc2ccn(Cc3ccccc3)c(=O)c2cc1C(=O)Nc1ccc(F)cc1Cl | i
O=C(NCc1ccccc1)c1ccc2c(c1)N(Cc1ccccc1)C(=O)c1ccccc1S2(=O)=O | ?
Cc1ccc(CN2C(=O)C(O)(CC(=O)c3ccc(C)cc3)c3ccccc32)cc1 (stereo not given) | ?
Cc1cc(C)c(NC(=O)c2ncoc2-c2ccco2)c(C)c1 | 2%
Cc1ccc(CCNC(=O)CCSCc2ccccc2Cl)cc1 | i
Cc1ccc(CN(C(=O)c2ccccc2)c2ccccn2)o1 | ?
CCOc1cc(C(=O)Nc2ccc(-c3nc4ncccc4o3)cc2C)cc(OCC)c1OCC | -8%
COc1cccc(CNC(=O)Cn2c(N(C)Cc3ccccc3)nc(C)cc2=O)c1OC | ?
COc1cccc(-c2cn3c(n2)N(C(=O)Cc2ccsc2)CCC3)c1 | -2%
COc1ccc(Cc2nc3nccc(-c4ccncc4)n3n2)cc1 | 10%
CN(CC1CCOCC1)C(=O)Nc1ccc(F)c(Cl)c1 | -16%
Cc1oc(-c2ccc(C(=O)Nc3cc(F)ccc3F)cc2)nc1COc1ccccc1 | i
COc1ncccc1-c1cnc2n[nH]c(-c3ccccc3C)c2n1 | i
COc1cccc(CNC(=O)Nc2cc(C(=O)NCc3cccc(F)c3)ccc2N2CCCC2)c1 | -24%
Cc1ccc(SCCN(C)c2cc(C3CC(O)C3)nc(N)n2)cc1 (stereo not given) | 5.6µM*
CC(C)c1ccc(NC(=O)c2ccc3c(c2)N(C)C2CCCN2C3=O)cc1 (stereo not given) | i
CCn1nc(CC(C)C)cc1C(=O)NCC1CCCN(Cc2ccco2)C1 (stereo not given) | ?
Cc1ccc2c(c1)N1C(=O)OC[C@@H]1CCN(C(=O)c1ccnc(Cl)c1)C2 | 14%[44.1 µM]
COc1ccc(-c2ccc3c(c2)C(=O)N2CC[C@H](NC(=O)CCC(=O)O)[C@H]2C(=O)N3)cc1 | 23%
Cn1cnc(S(=O)(=O)N2CCC(c3noc(-c4ccccc4)n3)C2)c1 (stereo not given) | i[5.79 µM]
Cc1ccc(-n2c(=O)c3cccnc3n2CC(=O)Nc2cc(C)cc(C)c2)cc1 | -11%
O=C1N(C2CCN(Cc3ccncc3)CC2)C(c2ccncc2)C12CCCCC2 (stereo not given) | ?
COCc1ccc2c(c1)c(OC(C)(C)C(=O)Nc1ccc(OC)cc1)nn2Cc1cccnc1 | i
CC1=Nc2cc(C(=O)NCCCN(C)C)ccc2Sc2ccc(F)cc21 | ?
O=C1NCCCCCCN(Cc2ccncc2)[C@@H]2CN(C(=O)Nc3ccccc3F)CC[C@@H]12 | ?
CC1CCN(S(=O)(=O)c2ccc3c(c2)CCC(=O)N3CC(=O)Nc2cccc(C#N)c2)CC1 | 53%[activator][5.79 µM]

Filtered by structure, the compounds so far containing bromine.
SMILES | Pf Dd2 growth
O=C(NCc1ccc(C(F)(F)F)cc1)c1cc(Br)cn2ccnc12 | ?
CCC(C)OC(=O)/C(C#N)=C/c1ccc(-c2ccc(Br)cc2)o1 (stereo not given) | 46%[activator]

Other records follow:
SMILES | Pf Dd2 growth
O=C1CCN(S(=O)(=O)c2cccc(F)c2)CCCCCCN1 | 17%
CN1CCC(OC2CCN(C(=O)c3cnn(C)c3)CC2)CC1 | -2%
Nc1nnc(CCNC(=O)[C@H]2CNC[C@H](C(=O)N3CCOCC3)C2)s1 | -5%
CCCCN(CCCC)CCCNC(=O)Cn1cc2c(n1)-c1c(oc(C(=O)N3CCCC3)c1C)CC2 | 11µM*
COc1cccc(CNC(=O)Cn2c(C)cc3nc4n(c(=O)c32)CCCC4)c1 | 199%[activator]
CC(=O)N1CCN(C(=O)C2(Cn3cccn3)CC2)CC(O)C1 (stereo not given) | -3%
COCC(=O)NC[C@H]1CCN(Cc2ccc(F)c(OC)c2)C[C@H]1N(C)C | ?
O=C(c1ccn[nH]1)N1CC[C@@H]2[C@@H](CCC(=O)N2CCc2cnc[nH]2)C1 | -3%
COc1cccc(CNC(=O)C(=O)NCC(c2cccs2)S(=O)(=O)c2ccccc2)c1 (stereo not given) | -26%
O=C(Nc1ccc(Oc2ccccc2)cc1)C1CCN(S(=O)(=O)c2ccccc2)CC1 | ?
COc1ccc(-c2noc(CNS(=O)(=O)c3ccc(Br)cc3)n2)cc1OC | -7%
COCCCN1CC2(CCC1=O)CCN(C(=O)Nc1ccccc1F)CC2 | 1%
CCCS(=O)(=O)N1C[C@@H](COC)[C@H](c2nc(C)no2)C1 | ?
CN(Cc1ccsc1)Cc1ccc(C2CCCCO2)o1 (stereo not given) | -22%
COC(=O)c1c(C)sc(-c2c(-c3ccc(OC)c(F)c3)[nH]c3c2c(=O)n(C)c(=O)n3C)c1O | 14%
CCn1c(C(=O)N2CCC(C(=O)NCCc3ccccc3)CC2)cc2sccc21 | -23%
Cc1cc2oc(C(=O)NCCc3ccc(S(N)(=O)=O)cc3)cc(=O)c2cc1C | 37%[activator]
CCn1cnnc1CC1CCN(C(=O)CCC(=O)n2nc(C)c3ccccc32)CC1 | -19%
CCOc1cccc(CN2CCC3(CC2)Cc2ccccc2CNC3=O)c1 | -19%
O=[S+]1([O-])NCC2(CCCN(Cc3cccc4ccccc34)C2)Nc2ccccc21 (stereo not given) | -6%
CC(C)(C)OC(=O)NC[C@H]1OC[C@@H](N)[C@@H]1O | -7%[44.1 µM]
O=C(c1cc(-c2ccc(F)cc2)nc2ccccc12)N1CCCC1c1nc(C2CCOCC2)no1 (stereo not given) | ?
CC(C)NC(=O)N1CCN(C(=O)c2ccc(N(C)C)cc2)C[C@H]1C(=O)N[C@@H](CC1CCCCC1)C(N)=O | -26%
CCOc1ccc(CNC(=O)c2ccc3c(c2)c(C)c(C)n3C)cc1 | i
COCC(=O)NC[C@H]1O[C@@H](CO)[C@@H](O)[C@H]1N1CCN(c2ccccn2)CC1 | 17%
COc1ccccc1C(=O)Nc1ccc2ncnc(N3CCCCC3)c2c1 | i
C=C[C@H]1CN2CC[C@H]1C[C@@H]2CNS(=O)(=O)c1cccs1 | -18%[44.1 µM]
O=C(N1CC(Oc2ccccc2-c2nc(C3CC3)no2)C1)C1(c2ccccc2)CC1 | ?
COc1ccc(-n2c(/C=C/c3cccc4ccccc34)nc3ccccc3c2=O)cc1Cl | 69%[activator]
Cc1cccc(CCNC(=O)CCS(=O)(=O)c2cc3c(cc2C)NC(=O)CO3)c1 | 8%
O=C(NCc1cccnc1Oc1ccccc1)c1ccncc1 | -6%
CC(C)S(=O)(=O)NCC(=O)N1CCCCCNC(=O)CC1c1ccccc1 (stereo not given) | -10%
CCOc1ccc2oc(=O)cc(CN3CCN(C(=O)c4cccc(Cl)c4)CC3)c2c1 | i
O=C1CC(c2ccccc2)N(Cc2ccncc2)CCCN(C(=O)CCc2ccccc2)CCN1 (stereo not given) | ?
Cc1ccc(-c2nn3c(=O)cc(CN4CCN(C(=O)c5ccc(C(C)(C)C)cc5)CC4)nc3s2)cc1 | i
CN(Cc1ccc(C(F)(F)F)cc1)Cc1ccccc1C(F)(F)F | -23%[44.1 µM]
O=C1CO[C@H]2CCN(Cc3cccc(OC(F)(F)F)c3)CC[C@@H]2N1Cc1c[nH]c2ccccc12 | 7.9µM*
Cc1ccc(NC(=O)N2CCC(CN3CCC(C)CC3)CC2)cc1F | ?
CCc1noc(-c2cn(C3CCN(C(=O)c4ccc(Cl)s4)C3)nn2)n1 (stereo not given) | 109%[activator]
Clc1ccccc1Cc1cn2cc(-c3ccccc3)nc2s1 | 18%
COc1ccc(Cl)cc1-c1ccc2c(c1)C(=O)N1CCN(C(=O)c3ccc(N(C)C)cc3)C[C@@H]1C(=O)N2 | -9%
Cc1cc(C)c2c(NC(=O)c3ccccc3)c(C(=O)Nc3ccc(F)cc3)sc2n1 | -16%
O[C@@H]1C[C@@H](c2nnc3n2CCN(C2CCCCC2)C3)N(Cc2cccnc2)C1 | -24%
Cc1oc(-c2ccc(C(=O)NCc3ccc(Cl)cc3)cc2)nc1CS(=O)(=O)c1ccccc1 | -8%
CN(C)C(=O)CCC(=O)N1CCC(c2cc(Cc3ccccc3)[nH]n2)CC1 | -23%
O=C(N[C@@H]1CN(Cc2ccc(CO)o2)CCC[C@H]1O)c1ccc(OCc2ccccc2)cc1 | -18%
Cc1nn(-c2ccc(C(C)C)cc2)c(C)c1[C@@H]1C=C[C@@H](NC(=O)COCC(=O)O)C1 | i
COc1cccc(CNC(=O)[C@@H]2C[C@@H](O)CN2C2CCN(C(=O)CC3CCCC3)CC2)c1 | i
COc1ccc(CN(Cc2ccco2)C(=O)c2ccccc2F)cc1 | -11%
Cc1noc(C2CC3(CCN(C(=O)c4ocnc4C)CC3)CN2C)n1 (stereo not given) | -13%

Part of the list above in order of number of heavy atoms, low to high.
SMILES | Pf Dd2 growth
Cc1noc(C2CC3(CCN(C(=O)c4ocnc4C)CC3)CN2C)n1 (stereo not given) | -13%
COc1ccc(-n2c(/C=C/c3cccc4ccccc34)nc3ccccc3c2=O)cc1Cl | 69%[activator]
O=C(N[C@@H]1CN(Cc2ccc(CO)o2)CCC[C@H]1O)c1ccc(OCc2ccccc2)cc1 | -18%

Next part
SMILES | Pf Dd2 growth
Cc1nn2c(=O)cc(COC(=O)c3cccs3)nc2s1 | 58%[activator]
CC(=O)N1CCc2cc(Br)cc(S(=O)(=O)CCC(=O)N3CCN(c4ccc(F)cc4)CC3)c21 | ?
O=C(C1CCCCC1)N1CCC(c2noc(CO)n2)C1 (stereo not given) | 12%
CN(C)CC(=O)N1CC[C@H]2COC(=O)N2c2ccccc2C1 | -4%[44.1 µM]
COC(=O)c1ccc2c(c1)nc1n2[C@@H](CNCc2ccccc2)COC1 | -24%[44.1 µM]
COCC(=O)N1CCc2nc(N3CCc4ccccc4C3)[nH]c(=O)c2CC1 | i[5.79 µM]
Cc1nc(N2CCN(Cc3csc(C)n3)CC2)c2sccc2n1 | -11%
COCC(=O)Nc1ccc([C@H]2OCC(=O)N(Cc3cccnc3)[C@@H]2CO)cc1 | 14%[44.1 µM]
Cc1cc(C)c(CNC(=O)c2nc(-c3ccc(F)cc3)cc3c2ccn3C(C)C)c(=O)[nH]1 | ?
CC(C)n1c(=O)c2oc3ccccc3c2n(CC(=O)Nc2ccccc2Cl)c1=O | ?
COCCNC(=O)[C@H]1C[C@H](Oc2cccnc2)CN1S(=O)(=O)c1ccccc1C | -8%
O=C1NC2(Cc3ccccc31)CN(C(=O)c1cccc3c1OC(F)(F)O3)C2 | -1%
CC(C)NC(=O)N1[C@@H]2CC[C@H]1CC(NC(=O)c1ccc(F)cc1)C2 (stereo not given in full) | -13%
Cc1ccc(CN2C(=O)[C@@H]3C[C@@H](O)CN3C3(CN(Cc4cccc(OC(F)(F)F)c4)C3)C2=O)o1 | ?
Cc1nn(C)c(C)c1CCC(=O)N[C@@H]1CN(c2ncccn2)C[C@H]1CO | 25%

An excerpt; rates above refer to the full screens.
